# VIM-2 inhibitor – inhibitors of Pseudomonas aeruginosa VIM-2 metallo-beta-lactamase | purified VIM-2, nitrocefin hydrolysis, epi-absorbance fluorescence | inhibition, % at 5.6 µM | 290,000 compounds, 0.89% hits | AID 1527;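 active means inhibition above the mean of all tested compounds plus 3 SD, cutoff set per screening run, cut at about 7.5% in these data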;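 further: red hydrolysis product quenches plate fluorescence so inhibitors raise well fluorescence; 0% = enzyme with DMSO and 100% = DMSO without enzyme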
# NS3 helicase inh – inhibitors of Hepatitis C virus NS3 helicase; NS3 helicase DNA unwinding, Cy5 molecular beacon fluorescence; inhibition, % at 10.9 µM; 290,000 compounds, 0.56% hits;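 active means inhibition above the mean of all tested compounds plus 3 SD, set per campaign, cut at about 35% in these data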;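 further: 0% = DMSO wells and 100% = thioflavine S control wells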
#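 Compound dosing – single dose, 10.9 µM nominal final, DMSO 0.8% final · System – NS3 helicase fragment of HCV · Buffer or medium – MOPS pH 6.5, MgCl2, DTT, Tween20, BSA · Signal – Cy5 beacon fluorescence read at start and 1 h · Also added – annealed dual-labelled DNA beacon duplex, ATP-started · Schedule – 1 h at 25 °C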
# p-CIP stab down – p/CIP protein destabilization. Q05BA5. F442A p/CIP-EGFP cells, EGFP fluorescence, 16 h. decrease of EGFP signal, % at 10 µM. 290,000 compounds, 0.01% hits;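 active means EGFP signal decrease of at least 30% at 10 µM or well 3 SD below plate mean, unless failing retest; inactive means the rest, including hits failing retest or dose response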; further: some compounds called inactive have numbers as strong as hits; many of its hits are not listed in these tables
# PfM18AAP inh – PfM18AAP enzyme inhibition | recombinant PfM18AAP, H-Glu-NHMec fluorogenic cleavage | inhibition, % at 7.35 µM | 290,000 compounds, 1.2% hits | AID 1822;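 active means inhibition above the campaign mean inhibition over all tested compounds plus 3 SD, cut at about 28% in these data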;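 further: 0% = plate median of test compound wells and 100% = 2 mM ZnCl2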
# DNA FID counter – displaces DNA intercalator in HCV helicase counter-screen. DNA fluorescent intercalator displacement, fluorescence. inhibition, % at 7.9 µM. 290,000 compounds, 0.17% hits; in the data active means inhibition above about 37%;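 further: 0% = vehicle and 100% = reference compound; higher means more ethidium bromide displaced from hairpin DNA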
# IDE cell inh – cellular human IDE inhibition; inhibition, % at 5.59 µM; P14735; 320,000 compounds, 0.41% hits; HEK cells, FAbetaB cleavage, fluorescence polarization; AID 434962;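 active means percent inhibition above the average of all tested compounds plus 3 SD, set per screening campaign, cut at about 16% in these data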;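 further: IDE supplied by intact live HEK cells; FP after avidin binding of uncleaved biotin substrate so inhibition keeps polarization high; 0% = DMSO wells and 100% = 60 µM reference IDE inhibitor Ii1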
# Target sequence (P14735 whole entry, looked up): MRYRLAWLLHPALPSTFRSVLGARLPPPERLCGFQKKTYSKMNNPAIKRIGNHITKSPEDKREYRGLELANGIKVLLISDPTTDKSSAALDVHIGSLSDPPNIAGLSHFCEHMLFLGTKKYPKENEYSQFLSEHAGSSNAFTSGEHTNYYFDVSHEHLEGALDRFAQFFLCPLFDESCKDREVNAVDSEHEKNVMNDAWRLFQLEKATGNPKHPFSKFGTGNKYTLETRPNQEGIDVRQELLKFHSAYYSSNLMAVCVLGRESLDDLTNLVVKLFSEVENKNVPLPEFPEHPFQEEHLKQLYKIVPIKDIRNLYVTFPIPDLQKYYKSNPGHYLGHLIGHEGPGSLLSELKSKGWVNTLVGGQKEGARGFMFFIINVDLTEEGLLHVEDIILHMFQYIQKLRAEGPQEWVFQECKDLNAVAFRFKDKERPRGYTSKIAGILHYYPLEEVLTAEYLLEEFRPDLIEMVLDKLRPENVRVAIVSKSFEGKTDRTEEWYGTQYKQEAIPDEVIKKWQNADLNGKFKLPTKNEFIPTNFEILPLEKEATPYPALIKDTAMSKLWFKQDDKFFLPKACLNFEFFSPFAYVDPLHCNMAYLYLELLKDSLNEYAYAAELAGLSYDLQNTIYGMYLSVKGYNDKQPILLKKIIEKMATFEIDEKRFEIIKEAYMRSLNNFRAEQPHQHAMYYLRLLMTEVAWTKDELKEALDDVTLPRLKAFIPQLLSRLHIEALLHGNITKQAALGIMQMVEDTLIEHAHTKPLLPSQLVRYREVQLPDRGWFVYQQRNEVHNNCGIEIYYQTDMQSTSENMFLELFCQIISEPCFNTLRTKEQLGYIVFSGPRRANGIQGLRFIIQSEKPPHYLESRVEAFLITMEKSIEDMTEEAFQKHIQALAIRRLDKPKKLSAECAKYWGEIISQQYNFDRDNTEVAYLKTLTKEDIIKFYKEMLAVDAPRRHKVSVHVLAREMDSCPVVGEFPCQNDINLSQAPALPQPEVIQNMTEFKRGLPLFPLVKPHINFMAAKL
# IMP-1 inhibitor – blocks Pseudomonas aeruginosa IMP-1 metallo-beta-lactamase; purified IMP-1, nitrocefin hydrolysis, epi-absorbance fluorescence; inhibition, % at 5.6 µM; 290,000 compounds, 0.45% hits; AID 1556;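 active means inhibition above the mean plus 3 SD of all compounds in the same screening run, cut at about 4.5% in these data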;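 further: 0% = IMP-1 with DMSO and 100% = DMSO wells lacking enzyme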
#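 System – purified recombinant IMP-1 beta-lactamase · Input – IMP-1 dispensed at 0.2 nM · Timing – 15 min preincubation plus 25 min reaction at 25 °C · Signal – Epi-absorbance fluorescence, 480 nm excitation, 530 nm emission · Measure – percent IMP-1 inhibition derived from blank-referenced optical density · Controls – Enzyme-plus-DMSO low control, enzyme-free DMSO high control · Replication – singlicate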
# UBC9 SUMO inh – SUMOylation inhibition | AID 2006 | 290,000 compounds, 0.36% hits | inhibition, % at 35 µM | HTRF SUMOylation assay, SAE1/SAE2 + UBC9, in vitro | P63279; in the data active means inhibition above about 50%, passing the limit was not always enough; further: strong numbers were not always called active
# IDE act – IDE (human) activation, cell-based. P14735. HEK cells, FAbeta-B cleavage, fluorescence polarization; 0% vehicle, 100% cell-free pure enzyme wells. activation, % at 5.96 µM. 340,000 compounds, 0.073% hits. AID 493087;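 active means activation above the mean of all tested compounds plus 3 SD, set per screening campaign, cut at about 17% in these data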
# Numbers without * were called inactive; x = no result given.
# The line under a structure holds: VIM-2 inhibitor	NS3 helicase inh	p-CIP stab down	PfM18AAP inh	DNA FID counter	IDE cell inh	IMP-1 inhibitor	UBC9 SUMO inh	IDE act
COc1cc2c(cc1NC(=O)CSc1cccc[n+]1[O-])oc1ccccc12
 : -3.2	-1	5	2	-10	4	-4.7	10	0
Cc1ccc(Nc2nnc(SC/C(O)=C(\C#N)c3nc4ccccc4[nH]3)s2)c(C)c1
 : -3.0	28	0	6	-15	1	0.8	-6	-1
COc1ccc(C(=O)OCC(=O)NC(=O)NC2CCCC2)c(O)c1
 : -1.4	0	-5	-5	-6	2	-3.1	-8	7
CCCn1nnnc1NCc1ccc(Cl)cc1Cl
 : -1.5	16	-12	0	-5	3	-2.7	-5	2
O=C(NCC(=O)N(Cc1cccs1)C(C(=O)NC1CCCCC1)c1ccco1)c1cccs1 (stereo not given)
 : -1.3	4	-2	-2	-34	3	-5.2	1	4
COc1ccc(/C=N/NC(=O)c2[nH]c3ccc(C)cc3c2-c2ccccc2)c(C(=O)O)c1OC
 : -3.8	30	-19	8	-30	4	-3.4	-1	5
CCCCc1nnc(SCc2ccc(OCC)cc2)n1N
 : -2.9	-3	-6	-7	-6	1	-1.3	6	-2
O=C(CSc1nnc2c(n1)[nH]c1ccc(F)cc12)OCc1ccccc1
 : -3.0	25	-10	-14	-4	5	-3.3	-7	2
CCCc1nc(SC2CCCC2)c2c(=O)n(C)c(=O)n(C)c2n1
 : x	x	-4	x	x	1	x	-8	2
O=C(Nc1ccccc1)c1ccc(OC(=O)c2ccccc2)cc1
 : -1.6	-3	-3	-5	-2	-2	-2.7	17	-4
O=C(CN1C(=O)S/C(=C/c2cc(Br)cs2)C1=O)N1CCOCC1
 : -0.5	5	-6	0	-4	0	1.1	6	5
CCOC(=O)c1sc(NC(=O)CCN2CC(C)OC(C)C2)c(C(=O)OCC)c1C (stereo not given)
 : -1.3	0	1	4	4	2	-2.7	11	x
Nc1nncn1C(=O)c1ccccc1Cl
 : -1.6	3	-2	60*	3	-3	-5.9	3	2
CCc1nnc(NS(=O)(=O)c2ccc(NC(=S)NC(=O)/C=C/c3ccc([N+](=O)[O-])cc3)cc2)s1
 : -0.8	1	-4	6	-26	2	-3.0	19	1
c1ccc2c(C3=NNC(=NC4CCCCC4)SC3)c[nH]c2c1
 : -3.2	-15	-8	-7	-2	-3	-3.5	16	3
CCc1ccc(OCC(=O)NC(NC(=S)Nc2ccccc2OC)C(Cl)(Cl)Cl)cc1 (stereo not given)
 : -1.8	2	-6	-2	-10	2	-3.6	12	-7
Cc1cccc(OCC(=O)Nc2ccc(N3CCN(S(C)(=O)=O)CC3)cc2)c1
 : -3.6	0	-10	-3	-2	1	-4.2	5	3
O=C(CNC1CCCCC1)Nc1ccc(S(=O)(=O)N2CCCCC2)cc1
 : -3.6	-5	-9	-5	15	7	-3.5	-6	-2
CC(NC(=O)C1CCN(S(=O)(=O)c2cccc3nonc23)CC1)c1ccccc1 (stereo not given)
 : -2.3	1	-5	-2	-6	-1	-1.0	6	2
C/C(=N\O)C(=O)Nc1ccccc1
 : -4.0	-2	0	1	-3	8	-1.0	8	0
O=C(Cn1ccc2ccccc2c1=O)NCCC(=O)N1CCN(c2ccccc2)CC1
 : -2.4	5	6	-2	-25	2	-2.6	-1	1
COc1ccc(S(=O)(=O)N2CCCC2c2cccs2)cc1 (stereo not given)
 : 0.0	-4	-6	3	-15	5	-1.9	2	8
COC(=O)c1c(NC(NC(C)=O)C(Cl)(Cl)Cl)sc2c1CCCC2 (stereo not given)
 : -1.8	3	-18	2	-19	1	-4.8	-26	0
Cn1cc(CCNC(=O)CC2C(=O)NCCN2Cc2cccc(Oc3ccccc3)c2)cn1 (stereo not given)
 : -1.4	-1	-15	0	-21	-4	-1.6	4	-5
COCCn1c(SCC(=O)Nc2ccc(C)cc2C)nc2c(oc3ccccc32)c1=O
 : 1.4	-6	6	7	-2	3	-4.5	-5	1
CCc1ccc2c(c1)C(=O)C(=O)N2CCS(=O)(=O)c1ccccc1
 : -0.2	12	-3	3	-5	0	-0.3	-2	-2
COC(=O)c1cccc(C(=O)N2CCCC(C(=O)c3ccccc3OC)C2)c1 (stereo not given)
 : -0.7	-1	-10	7	-39	x	-1.1	-1	-1
CCC1CN(C(=O)N2CCC(C(=O)NCc3ccccc3OC)CC2)c2cc(C)ccc2O1 (stereo not given)
 : -7.2	-5	-1	-4	-63	3	-0.4	-7	-2
O=C(CSc1ccc2nnc(CCNC(=O)c3ccccc3)n2n1)Nc1ccccc1
 : -1.9	2	-17	-5	-7	-1	-2.8	0	3
CCN(CC)CC(=O)c1c[nH]c2ccccc12
 : -2.4	8	19	2	1	0	-6.5	-31	-1
CCCCc1ccc(NC(=O)OC)cc1
 : -1.1	-11	-2	9	-8	-2	-1.0	-18	2
CC1CN(CC(=O)Nc2cc(S(=O)(=O)N3CCCC3)ccc2Cl)CC(C)O1 (stereo not given)
 : -3.9	16	-20	0	-19	0	-2.5	17	-4
COC(=O)c1cc2c(=O)c3ccccc3oc2nc1C
 : 6.2	-6	-10	-5	-4	x	-3.8	19	-1
O=C(NC1CCCCC1)NC1C2CC3CC(C2)CC1C3 (stereo not given)
 : -2.1	2	-9	6	-22	-2	-2.4	6	1
COc1cccc(C(=O)Nc2ccc(S(=O)(=O)Nc3nccc(C)n3)cc2)c1
 : -3.6	6	-20	-2	7	-3	-1.7	15	-1
COc1cc(C(=O)Nc2nc(C)cc(C)n2)cc(OC)c1OC
 : -2.5	0	-13	5	-1	1	-2.7	7	3
CCOc1ccc(CCn2c(-c3ccco3)nc3ccccc3c2=O)cc1OCC
 : -0.6	0	-13	1	-15	-2	-2.7	13	7
Cc1ccc2oc(C(=O)N(Cc3nccn3C)C(C)C)c(C)c2c1
 : -1.6	4	-5	3	-1	1	-2.3	9	-1
CCOC(=O)/C(=N\Nc1ccc(Br)cc1)N1CC(C)OC(C)C1 (stereo not given)
 : -0.1	-2	-9	8	-9	-6	-0.8	8	-2
O=C1/C(=C\c2cc(Cl)c(O)c(Cl)c2)SC(=S)N1Cc1ccccc1
 : 18*	41*	-610	5	-1	x	18*	48	-116
O=C(NCc1ccccc1C(F)(F)F)C1CC(O)CN1C(=O)Nc1ccccc1 (stereo not given)
 : 0.1	0	6	-7	-2	1	1.7	7	4
CN(C)Cc1ccc(F)cc1Sc1ccc(Cl)cc1Cl
 : -1.7	-8	-8	-6	5	-2	-3.9	-6	5
CCC(=O)Nc1ccc(OCc2nc3ccccc3s2)cc1
 : 1.1	-13	0	7	-6	-4	0.9	3	-1
COc1ccc(C(=O)NCc2nc3ccccc3[nH]2)cc1OC
 : -2.9	-5	-8	-5	2	-3	-2.6	10	5
COc1ccc(-c2nn(-c3ccccc3)cc2C(=O)n2nnc3ccccc32)cc1
 : -2.6	2	-7	1	-2	-4	-5.5	1	0
O=C1OCc2ccc(NC(=O)c3sccc3Cl)cc21
 : -1.5	-1	-3	-12	3	7	-2.6	25	1
O=C(Cn1cc2c(n1)CCCC2)N1CCc2ccccc21
 : -0.9	-6	-1	-10	-3	0	-0.9	7	3
CCCc1nnc(NC(=O)CCC(=O)Nc2ccc(Cl)cc2)s1
 : -2.4	-12	11	-1	1	7	-2.8	0	2
CC(C)CCNC(=O)c1ccc2c(SCC(=O)O)c3c(nc2c1)CCC3
 : -1.4	11	-9	0	-42	-1	-1.5	-8	-5
O=C1c2oc3ccccc3c(=O)c2C(c2cccc(O)c2)N1CCCN1CCOCC1 (stereo not given)
 : -4.8	-1	2	7	-1	4	-4.2	12	0
Cc1ccc(-c2csc(C3=C(O)CN(NC(=O)c4ccc([N+](=O)[O-])cc4)C3=N)n2)cc1
 : -2.0	5	-6	-2	1	1	-2.1	43	5
O=C(O)CN(c1ccccc1)S(=O)(=O)c1cc(C(F)(F)F)cc(C(F)(F)F)c1
 : -2.6	27	-9	3	-25	4	-2.3	4	-1
CC(=O)c1ccc(Nc2ccc([N+](=O)[O-])c3nonc23)cc1
 : -4.2	2	-6	8	6	-4	-4.1	15	-3
Cn1c(=O)c2c(nc(Sc3nc4ccccc4n3CC(=O)N3CCCCC3)n2C)n(C)c1=O
 : -1.7	0	-12	0	-17	6	-3.1	29	7
COCC(=O)N(Cc1cc2cc(OC)ccc2[nH]c1=O)c1ccccc1OC
 : -2.9	13	0	-6	-24	-1	-3.8	34	-3
Cc1ccc(S(=O)(=O)N2CCC(=O)N2)cc1
 : 8.6*	0	4	7	4	8	-0.2	27	0
O=C(NCC1CCCN(C(=O)c2cc(Cl)ccc2F)C1)c1ccc(F)cc1 (stereo not given)
 : -4.0	-6	-9	-14	-20	3	-3.7	16	-5
NC(=O)c1sc2nc3c(c(-c4ccco4)c2c1N)CCC3
 : 1.3	58*	-17	33*	-12	1	1.9	50	-7
CCOc1ccc(N/C=C/C(=O)c2ccccc2)c([N+](=O)[O-])c1
 : -3.7	0	-2	-2	4	1	-2.8	6	6
O=C(O)c1ccc(N/N=C/c2cc(Br)cs2)cc1
 : -1.4	12	-12	9	-12	4	-2.3	-4	-3

# 2 compounds picked at random from the list so far, as already listed:
# The line under a structure holds: VIM-2 inhibitor	NS3 helicase inh	p-CIP stab down	PfM18AAP inh	DNA FID counter	IDE cell inh	IMP-1 inhibitor	UBC9 SUMO inh	IDE act
O=C(NCc1ccccc1C(F)(F)F)C1CC(O)CN1C(=O)Nc1ccccc1 (stereo not given)
 : 0.1	0	6	-7	-2	1	1.7	7	4
Cc1ccc(S(=O)(=O)N2CCC(=O)N2)cc1
 : 8.6*	0	4	7	4	8	-0.2	27	0

# Remaining list, next part:
# The line under a structure holds: VIM-2 inhibitor	NS3 helicase inh	p-CIP stab down	PfM18AAP inh	DNA FID counter	IDE cell inh	IMP-1 inhibitor	UBC9 SUMO inh	IDE act
CCn1cc(C(=O)N2CCc3ccccc3C2)c(=O)c2cc(S(=O)(=O)N3CCCCC3)ccc21
 : -2.5	4	-11	-1	-39	-6	-4.2	8	x
C=CCn1c(=O)c(C(=O)Nc2ccccc2C(=O)OCC)c(O)c2ccccc21
 : -1.7	3	-10	-6	-2	-1	-11	21	8
O=C(Cc1ccccc1)NC(=S)Nc1cc(C(F)(F)F)ccc1Cl
 : -1.4	2	3	1	-4	-3	-0.7	12	7
CNS(=O)(=O)c1ccc(OC)c(-c2nnc3c4ccccc4c(C)nn23)c1
 : -0.2	-17	-5	-5	-18	-3	-1.4	10	1
COc1ccccc1N1CCN(C(=S)Nc2ccc3nc(N4CCOCC4)cc(C)c3c2)CC1
 : -4.6	-26	-14	-1	-4	-2	-4.2	15	4
N#Cc1c(-c2ccccc2)nc(SCC(=O)Nc2ccccc2F)[nH]c1=O
 : -3.9	20	-12	8	-29	3	-3.4	-1	-5
CC1=CC(C)(C)N2C(=O)C3(N=C(N)NC(Nc4ccccc4)=N3)c3cc(C)cc1c32 (stereo not given)
 : -5.0	-46	-1	1	2	2	-6.4	-10	2
CC1(c2nnc(-c3cccc(Cl)c3)o2)CC(c2cccc([N+](=O)[O-])c2)=NO1 (stereo not given)
 : -2.8	6	2	-5	-7	-1	-2.6	-1	2

# Assay outcomes from PubChem BioAssay.
